Assay outcomes deposited in PubChem by Johns Hopkins Ion Channel Center.
TRPC6 activator: mouse TRPC6 channel activation; 0.13% of 310,000 active; AID 2550; Q61143; B-score at 10 µM; HEK293-TRPC6 membrane potential dye fluorescence; stronger effect = higher value;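 active = B-score of the integrated fluorescence ratio above library mean plus 3 SD, and starting fluorescence ratio within library mean plus 5 SD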;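 note: higher score means more depolarization so channel activation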
MrgX1 agonist: activates human MrgX1 receptor signaling; Q96LB2; MrgX1-HEK293 cells, Fluo-4 calcium fluorescence, agonist mode; stronger effect = higher value; B-score at 10 µM; 0.44% of 310,000 active;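 active = calcium response B-score plate-corrected fluorescence ratio at least 3 library SD, with starting fluorescence B-score inside 5 SD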
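Assay system: stable human MrgX1 HEK293 cell line. Quantity: 15,000 cells per well. Schedule: cells plated overnight, dye loaded 0.5 h 37 °C, 0.5 h room temperature. Detection: Fluo-4 NW calcium-flux fluorescence, kinetic read. Read-out basis: peak-minus-minimum fluorescence over baseline, converted to B scores. Control set: positive and negative control wells on each plate.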
RGS4 block: human RGS4 inhibition | P49798 | HEK293 M3R/RGS4 inducible, Fluo-4 calcium flux; stronger effect = higher value; triggered by carbachol at its EC20 | B-score at 10 µM | 0.45% of 310,000 active;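 active = B-score, a plate-corrected calcium signal, over three deviations above library mean, with baseline fluorescence within five deviations of library mean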;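 note: RGS4 expression induced by doxycycline in cells with stable M3 receptor; B-score is computed from the integrated fluorescence ratio over baseline after carbachol; higher B-score means a larger calcium signal and so more RGS4 inhibition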
TRPC4 potent: allosterically enhances the mouse TRPC4 cation channel | Q9QUQ5 | HEK293 TRPC4beta/mu-opioid, DAMGO EC20, Fluo-4 Ca2+ flux; stronger effect = higher value | B-score at 10 µM | 0.42% of 310,000 active | AID 2227;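 active = B-score of calcium response area above 5 SD of library B-scores, with initial fluorescence ratio within 5 SD of library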;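 note: B-score of integrated fluorescence ratio over time as area under calcium response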
TRPC4 act: TRPC4 (mouse) channel activation. Q9QUQ5. 0.49% of 310,000 active. HEK293 TRPC4beta/mu-opioid, Fluo4 calcium fluorescence; stronger effect = higher value. AID 2237. B-score at 10 µM;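 active = B-score above 5 SD of library B-scores, and initial fluorescence ratio not above library mean plus 5 SD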;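 note: positive B-score marks a calcium rise read as TRPC4 activation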
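Assay system: HEK293 cells stably co-expressing mouse TRPC4beta and mu-opioid receptor / Timing: Fluo4 dye loading 45 min at room temperature, 110 s recording / Signal: Fluo4 calcium-sensitive dye fluorescence, kinetic, 1 Hz baseline / Read-out: integrated baseline-normalised fluorescence ratio, converted to per-well B score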
MrgX1 allo act: allosterically activates human MrgX1 receptor signaling; MrgX1-HEK293, Fluo-4 calcium flux, FDSS; stronger effect = higher value; B-score at 10 µM; 0.63% of 310,000 active;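 active = plate-corrected calcium response at least 3 library SD above typical, normal starting fluorescence, not activating the receptor alone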;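 note: compound read alongside a low EC10 to EC30 dose of BAM8-22 agonist; peak minus trough fluorescence over baseline measured at the second addition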
TRPC4 inh: inhibitors of mouse TRPC4 channel; AID 2247; HEK293 TRPC4beta/mu-opioid, DAMGO-evoked Fluo4 calcium flux; stronger effect = lower value; 0.39% of 300,000 active; B-score at 10 µM; Q9QUQ5;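 active = B-score over 3 SD under the library average, no early fluorescence shift, positive overall ratio signal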
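System: stable TRPC4beta/mu-opioid receptor HEK293 cells; Dosing: single-point compound dosing; Measured by: Fluo4 Ca2+ flux fluorescence; Read-out basis: per-well B score of integrated baseline-normalized Fluo4 ratio.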
ANO1 activ: activators or potentiators of mouse TMEM16A chloride channel; Q8BHY3; HEK293 TMEM16A/YFP-H148Q/I152L, iodide quench fluorescence; stronger effect = lower value; B-score at 10 µM; 0.3% of 340,000 active;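 active = fluorescence-ratio B-score plate-corrected deviation score at least 3 library SD below zero, with starting fluorescence score within 5 deviations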;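 note: channel opened by trigger with iodide after compound preincubation; score built on the fluorescence ratio of max minus min over baseline; more negative score means more quench and so TMEM16A activation or potentiation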
Target sequence (Q8BHY3 whole entry, looked up): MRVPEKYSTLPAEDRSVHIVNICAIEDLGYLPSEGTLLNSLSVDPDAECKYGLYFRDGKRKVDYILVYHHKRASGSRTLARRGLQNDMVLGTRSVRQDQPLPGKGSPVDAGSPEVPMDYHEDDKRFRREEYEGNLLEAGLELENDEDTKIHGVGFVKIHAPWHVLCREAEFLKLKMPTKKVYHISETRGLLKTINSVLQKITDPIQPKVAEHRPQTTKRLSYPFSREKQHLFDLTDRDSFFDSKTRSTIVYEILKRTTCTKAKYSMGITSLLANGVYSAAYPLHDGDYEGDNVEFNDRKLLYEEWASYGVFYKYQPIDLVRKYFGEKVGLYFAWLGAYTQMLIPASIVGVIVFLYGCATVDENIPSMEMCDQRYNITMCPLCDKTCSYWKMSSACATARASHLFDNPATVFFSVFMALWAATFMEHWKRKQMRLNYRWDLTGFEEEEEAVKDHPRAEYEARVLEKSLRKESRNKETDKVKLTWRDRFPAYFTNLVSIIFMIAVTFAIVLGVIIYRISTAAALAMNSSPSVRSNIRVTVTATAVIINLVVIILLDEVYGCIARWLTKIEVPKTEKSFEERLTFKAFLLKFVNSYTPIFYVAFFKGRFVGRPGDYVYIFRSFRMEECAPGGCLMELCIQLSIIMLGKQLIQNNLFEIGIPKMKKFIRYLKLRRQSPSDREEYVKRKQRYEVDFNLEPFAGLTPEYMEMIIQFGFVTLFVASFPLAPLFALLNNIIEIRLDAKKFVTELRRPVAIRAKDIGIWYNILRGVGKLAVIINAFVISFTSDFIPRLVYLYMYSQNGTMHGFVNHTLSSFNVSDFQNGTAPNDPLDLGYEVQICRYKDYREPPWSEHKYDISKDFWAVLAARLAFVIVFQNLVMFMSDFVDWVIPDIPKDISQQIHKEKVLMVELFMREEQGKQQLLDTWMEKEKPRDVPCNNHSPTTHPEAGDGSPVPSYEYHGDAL
ANO1 block: inhibitors of mouse TMEM16A calcium-activated chloride channel; Q8BHY3; HEK293 TMEM16A/YFP iodide influx fluorescence, ionomycin; normalized B-score (activity score, 25-100; higher = stronger inhibition) at 10 µM; 1.2% of 310,000 active; AID 588511;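 active = ratio plate-corrected score three or more library SD toward inhibition, starting fluorescence score within five deviations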;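 note: score derived from kinetic fluorescence span divided by baseline fluorescence per well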
MrgX1 antagonist: human MrgX1 receptor antagonism, primary screen | B-score at 10 µM | Q96LB2 | 1.3% of 310,000 active | MRGX1-HEK293 calcium flux, Fluo-4, BAM8-22 antagonism; stronger effect = lower value;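 active = calcium-response B-score plate-corrected more than 3 library SD below zero, starting fluorescence within 5 deviations, no agonist response on first addition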;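 note: peak minus trough fluorescence over baseline after final BAM8-22 challenge near maximal dose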
TRPC6 inh: mouse TRPC6 channel inhibition | Q61143 | HEK293-TRPC6, membrane potential dye, ACh-evoked depolarization; stronger effect = lower value | B-score at 10 µM | 1.1% of 310,000 active | AID 2553;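 active = B-score under library mean minus 3 SD, initial fluorescence not abnormally high, positive integrated signal ratio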;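 note: B-score derived from integrated fluorescence ratio over the kinetic read; more negative B-score means stronger inhibition of depolarization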
* = called active by the depositor; i = inactive; . = not tested or not shown.

| smiles | RGS4 block | TRPC6 inh | TRPC4 inh | TRPC4 potent | MrgX1 antagonist | MrgX1 allo act | TRPC6 activator | ANO1 activ | MrgX1 agonist | ANO1 block | TRPC4 act |
| --- | --- | --- | --- | --- | --- | --- | --- | --- | --- | --- | --- |
| CCOc1[nH]n(-c2ccc(Cl)cc2)c(=O)c1C=NCc1cccnc1 | i | i | i | i | i | i | i | i | i | i | i |
| Cc1nn(CCC(=O)N2CCN(S(=O)(=O)c3ccc(Cl)cc3)CC2)c(C)c1C | i | i | i | i | i | i | i | i | i | i | i |
| O=C1CC(c2ccccc2)CC(O)=C1C=NC1CCCC1 (configuration not stated) | i | i | i | i | i | i | i | i | i | i | i |
| Cc1ccc(S(=O)(=O)N(CC(=O)NCCSc2ccccn2)c2cc(C)cc(C)c2)cc1 | i | i | i | i | i | i | i | i | i | i | i |
| CC(=O)N1N=C(c2c(-c3ccccc3)c3cc(C)ccc3[nH]c2=O)CC1c1ccco1 (configuration not stated) | i | i | i | 24* | i | i | i | i | i | i | i |
| CC(C)c1onc(C(=O)NC2CCCC2)c1[N+](=O)[O-] | i | i | i | i | i | i | i | i | i | i | i |
| CCOC(=O)C1C(=O)N(C(=O)c2cncc(Br)c2)CC1c1ccccc1 (configuration not stated) | i | i | i | i | i | i | i | i | i | i | i |
| COc1cc(NC(=S)Nc2cccc(Cl)c2Cl)c(OC)cc1Cl | i | i | i | i | i | i | i | i | i | i | i |
| Cc1ccccc1OCCC(=O)Nc1ccccc1C(=O)NC1CC1 | i | i | i | i | i | i | i | i | i | i | i |
| NC(=O)[C@@H]1CCCCNc2c(I)cc([N+](=O)[O-])cc2C(=O)N[C@@H](CCC(=O)O)C(=O)N[C@@H](CO)C(=O)N1 | i | i | i | i | i | i | i | i | i | i | i |
| OC1(c2cccc(C(F)(F)F)c2)CCN(CCN2CCCCC2)CC1 | i | i | i | i | i | i | i | i | i | i | i |
| CCN(CC)/C(=N/S(=O)(=O)c1ccc(C)cc1)c1ccccc1 | i | i | i | i | i | i | i | i | i | i | i |
| CC1=C(C(=O)Nc2ccccc2)C(c2ccccc2[N+](=O)[O-])NC(=O)N1 (configuration not stated) | i | i | i | i | i | i | i | i | i | i | i |
| CCOC(=O)c1cc(CC)sc1NC(=O)COC | i | i | i | i | i | i | i | i | i | i | i |
| CN(C)C(=C(C#N)C#N)N1CCN(c2ccc(Cl)cc2)CC1 | i | i | i | i | i | i | i | i | i | i | i |
| OCc1nc2ccc(Cl)cc2[nH]1 | i | i | i | i | i | i | i | i | i | i | i |
| O=[N+]([O-])c1cccnc1Sc1ccc(Cl)cc1 | i | i | i | i | i | i | i | i | i | i | i |
| Cc1ccc(NC(=O)Nc2cnccn2)cc1Cl | i | i | i | i | i | i | i | i | i | i | i |
| Cc1ccc(NC(=O)Nc2ccon2)cc1 | i | i | i | i | . | . | i | i | . | . | i |
| CC(=O)c1cn(C)c(=O)n(C)c1=O | i | i | i | i | i | i | i | i | i | i | i |
| COc1ccc(CC(=O)NNC(=O)CSc2nnc(Cc3ccc(OC)cc3)n2-c2ccccc2)cc1 | i | i | i | i | i | i | i | i | i | i | i |
| c1ccc(N2CCN(c3nc4ccccc4[nH]3)CC2)nc1 | i | i | i | i | i | i | i | i | i | i | i |
| CC(C)c1nc(Cl)c(C#N)c2c1COC(C)(C)C2 | i | i | i | i | i | i | i | i | i | i | i |
| COc1ccc(-c2cc(C(=O)Nc3cccc(C(C)=O)c3)no2)cc1 | i | i | i | i | i | i | i | i | i | i | i |
| CC1(C)CNC(=O)CC(C)(C)N1O | i | i | i | i | i | i | i | i | i | i | i |
| Cc1cc(C)cc(NC(=O)CSc2nc(CSc3ccc(Cl)cc3)cc(=O)[nH]2)c1 | i | i | i | i | i | i | i | i | i | i | i |
| O=C(COC(=O)c1ccc(NC(=O)C2CC=CCC2C(=O)O)cc1)c1ccccc1 (configuration not stated) | i | i | i | i | i | i | i | i | i | i | i |
| COc1cccc(NC(=O)CN(C)C(=O)CCc2nc3sc4c(c3c(=O)[nH]2)CCCC4)c1 | i | i | i | i | i | i | i | i | i | i | i |
| Cc1ccc2c(c1)CCCN2S(=O)(=O)c1cccc(C(=O)Nc2ccccc2C(=O)O)c1 | i | i | i | i | -6.7* | i | i | i | i | 100* | i |
| C#CCNC(=O)C1=C[C@H](C)C[C@H](OCc2ccc(CO)cc2)O1 | i | i | i | i | i | i | i | i | i | i | i |
| COc1ccccc1Oc1nc([N+](=O)[O-])nn1CC(N)=O | i | i | i | i | i | i | i | i | i | i | i |
| CCn1c(SCC(=O)Nc2nc3ccc(OC)cc3s2)nc2c1c(=O)n(C)c(=O)n2C | i | i | i | i | i | i | i | i | i | i | i |
| CC(C)Cn1c(CNC(=O)c2ccccc2)nc2ccccc21 | i | i | i | i | i | i | i | i | i | i | i |
| CCn1cnc2sc(C(=O)Nc3ccc4c(c3)OCO4)c(C)c2c1=O | i | i | i | i | i | i | i | i | i | i | i |
| Cc1cc(-c2nnc(SCC(=O)Nc3ccccn3)o2)no1 | i | i | i | i | i | i | i | i | i | i | i |
| CCOc1cccc(Oc2ccc(C(F)(F)F)cn2)c1 | i | i | i | i | i | i | i | i | i | i | i |
| COc1ccc(/C=C2\N=C(c3c(-c4ccccc4)noc3C)OC2=O)cc1OC | i | i | i | i | i | i | i | i | i | i | i |
| C/C(Cl)=C/Cc1c(C)[nH]c2c(ccc3ccccc32)c1=O | i | i | i | i | i | i | i | i | i | i | i |
| CCN(CC)CCCNC(=S)N1CCN(c2nc3ccccc3n2CC)CC1 | i | i | i | 15* | i | i | i | i | i | i | i |
| COc1ccc(-c2csc(NC(=O)c3ccccc3NS(=O)(=O)c3ccc(C)cc3)n2)cc1 | i | i | i | i | -9* | i | i | i | i | 100* | i |
| CCCCCCc1c(O)c2ccccc2[nH]c1=O | i | i | i | i | i | i | i | i | i | i | i |
| COc1ccc(NC(=O)CCC(=O)NCc2ccco2)c([N+](=O)[O-])c1 | i | i | i | i | i | i | i | i | i | i | i |
| O=C1CN(S(=O)(=O)c2cc(C(=O)O)ccc2Cl)c2ccccc2N1 | i | i | i | i | i | i | i | i | i | i | i |
| CN(c1ccccc1)S(=O)(=O)c1cccc(NC(=O)C2CC(=O)N(Cc3ccccc3)C2)c1 (configuration not stated) | i | i | i | i | i | i | i | i | i | i | i |
| CCOC(=O)c1[nH]cc(-c2ccccc2)c1N1CCOCC1 | . | . | . | . | i | i | . | i | i | i | . |
| Cc1ccc(C)c(N/C=C(\C#N)c2nc3ccccc3o2)c1 | i | i | i | i | i | i | i | i | i | i | i |
| CCOc1ccc(S(=O)(=O)N2CCN(C)CC2)c(C)c1C | i | i | i | i | i | i | i | i | i | i | i |
| O=C(CS(=O)(=O)c1c[nH]c2ccccc12)N1CCCCC1 | i | i | i | i | i | i | i | i | i | i | i |
| CC1=CCC(C(=O)O)(C(=O)N/N=C/c2cccs2)C(c2ccc(Cl)cc2)C1 (configuration not stated) | i | i | i | i | i | i | i | i | i | i | i |
| Cc1cc(C(F)(F)F)c(C#N)c(SCC(=O)Nc2nc3ccccc3s2)n1 | i | i | i | i | i | i | i | i | i | i | i |

The list continues:
| smiles | RGS4 block | TRPC6 inh | TRPC4 inh | TRPC4 potent | MrgX1 antagonist | MrgX1 allo act | TRPC6 activator | ANO1 activ | MrgX1 agonist | ANO1 block | TRPC4 act |
| --- | --- | --- | --- | --- | --- | --- | --- | --- | --- | --- | --- |
| O=C(C[n+]1cnn(CC(=O)c2ccc(Cl)cc2Cl)c1)c1ccc([N+](=O)[O-])cc1 | i | i | i | i | i | i | i | i | i | i | i |
| NC1=NS(=O)(=O)NC1c1ccc(Br)cc1 (configuration not stated) | i | i | i | i | i | i | i | i | i | i | i |
| CCN=C1S/C(=C\c2ccc(-c3cccc(C(=O)O)c3)o2)C(=O)N1CC | i | i | i | i | i | i | i | i | i | i | i |
| O=C(C[n+]1ccccc1)N1c2ccccc2Sc2ccccc21 | i | -7.9* | i | i | i | i | i | i | i | i | i |
| CCCCCc1nnc(NC(=O)CN2C(=O)C3CCCCC3C2=O)s1 (configuration not stated) | i | i | i | i | i | i | i | i | i | i | i |
| COc1cccc(OC)c1OCCCc1c(C)n[nH]c1C | i | i | i | i | i | i | i | i | i | i | i |
| CCOC(=O)c1c(C)[nH]c(C)c1C(=O)CSc1nc2ccccc2c(=O)n1-c1ccccc1C | i | i | i | i | i | i | i | i | i | i | i |
| COC(=O)[C@]1(S(=O)(=O)c2ccccc2)C[C@@H]2ON=C(c3ccc(OC)cc3)[C@@H]2C1 | i | i | i | i | i | i | i | i | i | i | i |
| COc1ccc(S(=O)(=O)N2CCN(c3ccccn3)CC2)c(OC)c1 | i | i | i | i | i | i | i | i | i | i | i |
| COc1ccc(S(=O)(=O)N2CCOC23CCN(S(=O)(=O)c2ccc(Cl)cc2)CC3)cc1 | i | i | i | i | i | i | i | i | i | i | i |
| CSc1nsc(SCC(=O)Nc2ccc3c(c2)OCCO3)n1 | i | i | i | i | i | i | i | i | i | i | i |
| OC1CCC(Nc2ncnc3sccc23)CC1 (configuration not stated) | i | i | i | i | i | i | i | i | i | i | i |
| O=c1c(Cl)c(NCCO)cnn1-c1cccc(Cl)c1 | i | i | i | i | i | i | i | i | i | i | i |
| CCc1c(C(=O)Nc2ccc(OC)cc2)[nH]c(C)c1C(C)=O | i | i | i | i | i | i | i | i | i | 25* | i |
| CC1CCN(C(=O)CCCN2C(=O)c3cccnc3Oc3ccc(Cl)cc32)CC1 | i | i | i | i | i | i | i | i | i | i | i |
| O=S(=O)(c1ccc(Cl)cc1)N1c2ccccc2Oc2nc3ccccc3nc21 | i | i | i | i | i | i | i | i | i | i | i |
| COc1ccc(N2C(=O)C3CCCN3C2c2cccc(C)c2)cc1Cl (configuration not stated) | i | i | i | i | i | i | i | i | i | i | i |
| CC(=O)c1cccc(S(=O)(=O)NC2CCSc3ccccc32)c1 (configuration not stated) | i | i | i | i | i | i | i | i | i | i | i |

Rows are unselected; 5.8% or so of the library scored in one or more.
